Apoferritin bind = binds horse apoferritin like a general anesthetic. P02791. apoferritin/1-aminoanthracene competitive binding, fluorescence. Potency, µM (top dose mostly 77.5 µM), for inactives: at the top dose activity change, negative = displacement, usual class: inhibitors. hit rate 0.074% among 350,000. AID 485281; further: potency means the concentration at half of the fitted maximal effect; on the % scale 0 is the no-effect control and ±100 the full control effect; nearly all actives have a fitted effect of over 20% in size
Target sequence (P02791 2-175 limits assumed): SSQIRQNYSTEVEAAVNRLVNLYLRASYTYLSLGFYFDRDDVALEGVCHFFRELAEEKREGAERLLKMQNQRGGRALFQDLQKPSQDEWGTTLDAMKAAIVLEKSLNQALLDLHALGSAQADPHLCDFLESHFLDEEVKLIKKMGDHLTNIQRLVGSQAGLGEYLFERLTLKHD
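Read-out: endpoint 1-AMA fluorescence, excitation 380 nm and emission 535 nm, after compounds sit 10 min at room temperature with 10 uM horse-spleen apoferritin in 50% saturated 1-AMA/PBS. Values come from four-parameter Hill fits.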
RXFP1 antagonist = RXFP1 (human) relaxin receptor antagonism. Q9HBX9. HEK293-RXFP1, relaxin-stimulated cAMP HTRF, 30 min; stronger effect = lower value. activity change, negative = inhibition, % at 57.5 µM. hit rate 0.59% among 350,000. AID 1259400;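 active means activity change of -60% or lower, but not beyond a set lower limit; inconclusive means change between -60% and -40%, or beyond the set limit; inactive means change above -40%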; further: on the % scale 0 is the no-effect control and ±100 the full control effect
Target sequence (Q9HBX9 whole entry, looked up): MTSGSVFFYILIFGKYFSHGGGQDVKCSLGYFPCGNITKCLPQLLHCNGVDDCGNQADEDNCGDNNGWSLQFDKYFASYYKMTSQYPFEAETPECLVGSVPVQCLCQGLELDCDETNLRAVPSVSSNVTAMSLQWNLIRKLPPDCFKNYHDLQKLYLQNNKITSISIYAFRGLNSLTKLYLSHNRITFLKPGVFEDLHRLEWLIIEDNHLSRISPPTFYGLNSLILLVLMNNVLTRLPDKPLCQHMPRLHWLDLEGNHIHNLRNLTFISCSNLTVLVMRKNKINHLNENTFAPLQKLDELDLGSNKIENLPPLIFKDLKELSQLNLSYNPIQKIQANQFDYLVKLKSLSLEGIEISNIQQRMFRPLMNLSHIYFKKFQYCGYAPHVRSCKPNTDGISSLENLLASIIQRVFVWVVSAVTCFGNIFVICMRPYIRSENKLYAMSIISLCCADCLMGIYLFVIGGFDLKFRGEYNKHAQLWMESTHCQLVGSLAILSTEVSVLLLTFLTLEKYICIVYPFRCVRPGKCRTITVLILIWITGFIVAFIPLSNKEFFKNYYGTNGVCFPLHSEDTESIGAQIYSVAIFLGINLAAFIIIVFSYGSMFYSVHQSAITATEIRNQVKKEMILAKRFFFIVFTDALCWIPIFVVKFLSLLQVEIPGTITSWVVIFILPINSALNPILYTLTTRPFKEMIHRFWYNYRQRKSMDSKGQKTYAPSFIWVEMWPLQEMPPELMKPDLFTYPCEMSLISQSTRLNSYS
Pol beta inh = inhibitors of human DNA polymerase beta; Pol beta primer extension/strand displacement, fluorescence kinetic; Potency, µM (highest dose often 114 µM), for the others: top-dose activity change, negative = inhibition, usual class: inhibitors; hit rate 1.3% among 340,000; further: potency means the concentration at half of the fitted maximal effect; on the % scale 0 is the no-effect control and ±100 the full control effect
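Preincubation: enzyme (10 nM) with compound, 15 min, RT. Reaction: substrate added to 50 nM final. Reads: 0 and 10 min. Analysis: normalized, Hill fit.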
APE1 inh = inhibitors of human APE1 endonuclease; P27695; recombinant APE1, TAMRA/BHQ-2 abasic DNA cleavage fluorescence; Potency, µM (highest dose often 65.8 µM), for inactives: at the highest dose activity change, negative = inhibition, most hits filed as inhibitors; hit rate 0.35% among 350,000; AID 2517;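 further: potency means the concentration at half of the fitted maximal effect; plate controls were vehicle for no effect and reference inhibitor for full effect; nearly all actives have a fitted effect of over 55% in size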
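0.75 nM APE1 + cpd, 15 min RT; start w/ 50 nM TAMRA/BHQ-2 THF-abasic dsDNA; kinetic fluor 525/598 nm ×3 reads @60 s; Δ(read3−read1); normalized to DMSO and NSC13755 control wells.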
PGK inhibitor = T. brucei PGK inhibition | PGK/GAPDH coupled, Kinase-Glo luminescence, 60 min | P07378 | Potency, µM (doses to about 57.5 µM), for inactives: at the highest dose activity change, negative = inhibition, actives largely listed as inhibitors | hit rate 0.043% among 380,000; further: potency means the concentration at half of the fitted maximal effect; on the % scale 0 is the no-effect control and ±100 the full control effect; nearly all actives have a fitted effect of over 60% in size
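Luminescent ATP detection (Kinase-Glo Plus) follows a 60-minute room-temperature incubation, with wells lacking PGK as controls. Buffer: 100 mM TEA (pH 7.6), 5 mM MgCl2, 0.01% Tween-20. Coupling enzyme GAPDH (100 nM final) supplies unstable 1,3-BPG in-well.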
Pol eta inh = inhibitors of human DNA polymerase eta | Q9Y253 | hit rate 1.2% among 390,000 | recombinant Pol eta, fluorescent DNA replication assay | Potency, µM (series often up to 114 µM), for the others: at the top dose activity change, negative = inhibition, usual class: inhibitors; further: potency means the concentration at half of the fitted maximal effect; on the % scale 0 is the no-effect control and ±100 the full control effect
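Pol eta at 10 nM preincubated with compounds 15 min at room temperature; reaction started with fluorescent substrate (50 nM final) and read kinetically at 0 and 10 min.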
POLI inh = inhibitors of human DNA polymerase iota | Q9UNA4 | Potency, µM (doses to about 115 µM), without a hit: at the top dose activity, negative = inhibition, actives largely listed as inhibitors | AID 588590 | Pol iota fluorescent replication assay, 10 min | hit rate 1% among 390,000; further: potency means the concentration at half of the fitted maximal effect
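Fluorescent replication assay read twice, at 0 min and 10 min after adding 50 nM (final) substrate. Enzyme (10 nM) and compounds were first incubated 15 min at room temperature; enzyme-free buffer wells were negative controls.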
BLM helicase inh = inhibitors of human Bloom syndrome helicase BLM. P54132. recombinant BLM DNA unwinding, fluorescence dequenching. Potency, µM (highest dose often 56.1 µM), inactives show top-dose activity change, negative = inhibition, usual class: inhibitors. hit rate 0.2% among 350,000. AID 2528;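 further: potency means the concentration at half of the fitted maximal effect; plate controls were vehicle for no effect and no enzyme for full effect; nearly all actives have a fitted effect of over 35% in size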
POLK inh = inhibitors of human DNA polymerase kappa; purified Pol kappa, fluorescent DNA synthesis assay, 10 min; Potency, µM (titrated, usually from 107 µM), inactives show at the highest dose activity, negative = inhibition, usual class: inhibitors; hit rate 0.53% among 400,000; AID 588579; further: potency means the concentration at half of the fitted maximal effect; on the % scale 0 is the no-effect control and ±100 the full control effect
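Kinetic fluorescence screen: compound preincubated 15 min RT with 10 nM enzyme; 50 nM substrate (final) initiates; reads at 0/10 min.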
* marks the source's active call; other numbers are inactive results; i = inactive; ? = inconclusive; / = not tested or not shown; [ ] = remark or other dose. Unless noted, the call rests on the fitted dose curve; in most records, active means well fitted curve in the direction sought with a large enough effect; inconclusive means small, poorly fitted or top-dose-only effect, or another doubt; inactive means no such curve, though single readings can be large; an effect the other way counts as inactive or inconclusive. Some of the compounds tested; rates above refer to the full screens.

canonical_smiles	Apoferritin bind	RXFP1 antagonist	Pol beta inh	APE1 inh	PGK inhibitor	Pol eta inh	POLI inh	BLM helicase inh	POLK inh
C=C(C)CN(CC)c1nc(N)c2c(N)nc3c(c2c1C#N)CC(=O)N3C12CC3CC(CC(C3)C1)C2	-13.8%	-7.6	6.3%	1.4%	-2.0%	-9.7%	14.3%	-10.8%	-29.5%
Cn1ncc(Cl)c1C(=O)Nc1ccc2c(c1)CCC2	-18.8%	8.6	13.7%	5.7%	-1.6%	-7.0%	3.0%	-7.7%	-10.4%
COc1cccc(C(=O)CC2(O)C(=O)Nc3ccc(Cl)cc32)c1 (stereo not given)	?	-1.0	-23.5%	/	13.2%	-10.8%	-7.8%	-2.0%	-3.7%
Cc1cccc2cc(C#N)c(SCC(=O)N3CCC(C)CC3)nc12	?	11.2	0.9%	-5.1%	-0.4%	?	12.5%	-6.3%	-14.5%
CN1CCN(CCC2Oc3cc([N+](=O)[O-])ccc3NC2=O)CC1 (stereo not given)	-16.6%	7.9	3.4%	4.8%	i	-14.1%	193.5%[activator]	-0.9%	-3.3%
Cc1cc(C)n2nc(SCC(=O)NC(=O)c3ccccc3Cl)nc2n1	/	-11.7	/	-42.2%	-10.2%	?	?	/	-7.6%
CCOc1ccc2oc(C(=O)NCC(c3ccco3)N(C)C)c(C)c2c1 (stereo not given)	/	-20.4	/	32.5%	-9.6%	-18.7%	-0.9%	/	4.4%
C1=CN2CCC1C(c1ccccc1)C2 (stereo not given)	-12.7%	-9.0	27.9%	?	-7.9%	-5.6%	?	0.9%	-1.2%

Next part, starting with the last 2 of the part before.
canonical_smiles	Apoferritin bind	RXFP1 antagonist	Pol beta inh	APE1 inh	PGK inhibitor	Pol eta inh	POLI inh	BLM helicase inh	POLK inh
CCOc1ccc2oc(C(=O)NCC(c3ccco3)N(C)C)c(C)c2c1 (stereo not given)	/	-20.4	/	32.5%	-9.6%	-18.7%	-0.9%	/	4.4%
C1=CN2CCC1C(c1ccccc1)C2 (stereo not given)	-12.7%	-9.0	27.9%	?	-7.9%	-5.6%	?	0.9%	-1.2%
CN(C)S(=O)(=O)c1ccc2c(c1)N(CC(=O)Nc1cccc(C(F)(F)F)c1)C(=O)CS2	-6.9%	/	-0.5%	/	i	-17.3%	5.2%	-5.0%	-9.7%
Nc1nonc1-n1nnc(C(=O)N/N=C/c2ccc(OCc3ccccc3)cc2)c1CN1CCCCC1	-17.4%	5.9	-12.2%	1.2%	-3.2%	-6.8%	5.0%	-10.8%	3.7%
CC(C)(C)OC(=O)N1CCC(CNC(=O)c2ccc(F)cc2)CC1	-11.6%	-15.0	-2.5%	5.6%	1.1%	-15.4%	55.6%[activator]	-0.6%	-3.8%
Cc1ccc(S(=O)(=O)CCC(=O)OCC(=O)NC(N)=O)cc1	-4.9%	8.5	26.0%	-1.2%	-6.6%	-4.4%	34.0%[activator]	-2.1%	-8.1%
Cc1n[nH]c(=S)n(NC(=O)/C=C/C(=O)Nn2c(=S)[nH]nc(C)c2=O)c1=O	0.1%	14.7	20µM*	7.94µM*	?	8.91µM*	?	-6.6%	8.91µM*
COc1ccc2[nH]c3c(c2c1)CCN1C(=O)C(CC(=O)NCCN2CCOCC2)C[C@H](C(=O)N2CCOCC2)[C@@]31C (stereo not given in full)	/	/	/	1.3%	-1.0%	-8.8%	-21.5%	/	-10.2%
CCOC(=O)C1(Cc2cccc(F)c2)CCN(C(=O)Cc2cccnc2)CC1	-1.2%	-4.8	28.7%	17.1%	i	-15.8%	55.1%[activator]	-2.2%	0.8%
COC(=O)c1nc(-n2nc(C)cc2C)ccc1Cl	-21.1%	2.3	-18.9%	-4.1%	-2.3%	-5.8%	-1.8%	-2.7%	-10.0%
O=C(NC(=S)Nc1cc(Cl)ccc1N1CCOCC1)c1ccc(-c2cccc(Cl)c2)o1	5.6%	-5.0	7.0%	14.3%	3.3%	-8.1%	?	-2.7%	-4.6%
CCOC(=O)c1ccc(Nc2c(CC)c(C)nc3ncnn23)cc1	-2.7%	0.0	4.4%	14.5%	5.6%	-8.3%	-4.2%[58.9 µM]	-14.0%	-9.0%
Cc1cc(NC(=O)CSCc2nc(-c3cccc(F)c3)oc2C)no1	-3.5%	/	16.8%	11.3%	-8.0%	-4.6%	3.9%	-1.7%	-1.2%
CCN(CC)C(=O)CCC(=O)Nc1ccc(C(=O)OC)cc1	-8.7%	-5.5	0.9%	20.9%	0.8%	-8.9%	1.2%	-0.8%	-8.9%
CCOc1ccccc1NC(=O)CN1C(=O)C(=O)N(Cc2ccco2)C1=O	-10.5%	-12.4	?	-0.4%	?	-5.1%	85.6%[activator]	-5.0%	-20.4%
CC1(C)SC2C(NC(=O)C(N)c3ccccc3)C(=O)N2C1C(=O)O (stereo not given)	0.7%	/	/	14.2%	/	/	/	-13.9%	-12.0%[60.1 µM]
COc1ccc(NC(=O)c2ccco2)cc1NC(=O)c1cccc(C)c1OC	-5.0%	-11.7	-13.8%	/	-4.5%	-23.6%	-6.7%	-14.5%	-12.5%
O=C1CCc2cc(S(=O)(=O)NC(C(=O)Nc3ccc(F)cc3)c3ccccc3)ccc2N1 (stereo not given)	3.3%	/	22.1%	/	3.5%	-10.4%	16.6%	-4.2%	-2.6%

Going on with the list.
SMILES	Apoferritin bind	RXFP1 antagonist	Pol beta inh	APE1 inh	PGK inhibitor	Pol eta inh	POLI inh	BLM helicase inh	POLK inh
COc1cccc(CC2(CO)CCCN(S(=O)(=O)N(C)C)C2)c1 (stereo not given)	-5.6%	1.9	22.6%	18.9%	i	-10.5%	45.6%[activator]	3.2%	-16.7%
O=C(Cn1cc(C(=O)C2CC2)c2ccccc21)NC1CCCC1	3.2%	-8.5	2.1%	-1.2%	2.9%	-13.1%	11.8%	-0.6%	-12.2%
COc1ccc(-c2[nH]c3ccccc3c2SCCN)cc1	5.1%	-7.9	-25.6%	3.8%	7.0%	-8.7%	6.7%	1.5%	-10.3%
O=C(NC1CC(=O)N(c2cccc(F)c2)C1)c1ccc(S(=O)(=O)N2CCCC2)cc1 (stereo not given)	-3.0%	-6.1	3.6%	/	3.7%	-12.7%	19.6%	-9.8%	-9.9%[60.1 µM]
Cn1c(=O)cc(SCC(=O)NCc2ccc(F)cc2)c2ccc(Cl)cc21	-3.6%	-6.2	52.5%	/	-3.1%	4.2%	14.8%	-2.0%	5.3%
CN(C)CCCNC(=O)c1cc(C(=O)c2ccc(F)cc2)c[nH]1	-0.6%	-15.0	31.8%	8.2%	i	-27.5%	26.6%	5.7%	-5.0%
O=C(c1ccc(Br)o1)N1CCN(Cc2ccccc2Cl)CC1	?	-4.2	22.9%	-16.6%	3.4%	-16.3%	56.5%[activator]	-0.3%	-0.3%
COc1ccc(NC(C)=O)cc1S(=O)(=O)Nc1ccc(C(=O)N2CCCC2)cc1	15.0%	-0.6	2.8%	1.4%	i	-7.6%	-26.1%	-10.3%	-20.4%
Cc1ccc(NC(=O)c2ccc(S(=O)(=O)N3CCCC3)cc2)cc1	/	-9.2	/	/	-0.5%	-14.6%	-3.4%	/	-16.3%
CCOC(=O)C(C)Sc1nc2ccccc2c(=O)n1CC1CCCCC1 (stereo not given)	-16.0%	-20.4	33.7%	11.5%	-3.9%	-20.0%	22.2%	-8.6%	1.2%
COc1cc(CN2CCNC(=O)C2CC(=O)N(Cc2nccn2C)C(C)C)cc(OC)c1 (stereo not given)	-8.1%	-0.5	-0.5%	1.5%	-6.4%	4.1%	31.2%[activator]	-1.5%	8.0%
CCc1nnc(NC(=O)CCC(=O)NC2CCCc3ccccc32)s1 (stereo not given)	-11.1%	12.5	11.3%	-1.1%	-4.3%	1.6%	15.9%	3.3%	-8.7%
Cc1ccc(NC(=O)CCC(=O)N2Cc3ccccc3Oc3ncccc32)cc1Cl	-11.7%	-6.3	-2.3%	/	1.5%	-2.9%	-25.7%	-2.9%	-10.3%
COc1ccc(-c2csc(NC(=S)NC(=O)/C=C/c3ccccc3)n2)cc1Br	2.7%	3.0	-12.9%	-0.8%	-10.0%	-12.3%	-16.7%[58.9 µM]	-4.1%	-6.6%
CC(=O)N1CCOc2ccc(S(=O)(=O)NCc3ccccc3Cl)cc21	0.2%	-15.5	13.9%	1.4%	-0.8%	3.4%	16.8%	-2.8%	1.5%
COc1ccc(N2CCN(C(CNC(=O)C(=O)NCCCN(C)C)c3cccnc3)CC2)cc1 (stereo not given)	-9.5%	-12.6	-15.3%	/	-3.8%	-15.3%	4.9%	2.2%	-11.7%

Pol eta inh: what is marked active above
| compound | Apoferritin bind | RXFP1 antagonist | PGK inhibitor | Pol eta inh | POLI inh | BLM helicase inh | POLK inh |
| --- | --- | --- | --- | --- | --- | --- | --- |
| Cc1n[nH]c(=S)n(NC(=O)/C=C/C(=O)Nn2c(=S)[nH]nc(C)c2=O)c1=O | 0.1% | 14.7 | ? | 8.91µM* | ? | -6.6% | 8.91µM* |
